EPAC1 antagonist – qHTS for Antagonist of cAMP-regulated guanine nucleotide exchange factor 3 (EPAC1): primary screen; Potency, µM (top dose mostly 115 µM), inactives show at the highest dose activity change, negative = inhibition, most hits filed as inhibitors; hit rate 0.14% among 360,000; AID 720709, 2013; Rap guanine nucleotide exchange factor 3 (Homo sapiens), O95398; EPAC1 GEF assay, Rap1b-BODIPY-GDP exchange fluorescence;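 also: potency is read from the fitted curve at half-maximal effect; plate controls were vehicle for no effect and positive control for full effect; nearly all actives have a fitted effect of over 50% in size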
Target sequence (O95398 whole entry, looked up): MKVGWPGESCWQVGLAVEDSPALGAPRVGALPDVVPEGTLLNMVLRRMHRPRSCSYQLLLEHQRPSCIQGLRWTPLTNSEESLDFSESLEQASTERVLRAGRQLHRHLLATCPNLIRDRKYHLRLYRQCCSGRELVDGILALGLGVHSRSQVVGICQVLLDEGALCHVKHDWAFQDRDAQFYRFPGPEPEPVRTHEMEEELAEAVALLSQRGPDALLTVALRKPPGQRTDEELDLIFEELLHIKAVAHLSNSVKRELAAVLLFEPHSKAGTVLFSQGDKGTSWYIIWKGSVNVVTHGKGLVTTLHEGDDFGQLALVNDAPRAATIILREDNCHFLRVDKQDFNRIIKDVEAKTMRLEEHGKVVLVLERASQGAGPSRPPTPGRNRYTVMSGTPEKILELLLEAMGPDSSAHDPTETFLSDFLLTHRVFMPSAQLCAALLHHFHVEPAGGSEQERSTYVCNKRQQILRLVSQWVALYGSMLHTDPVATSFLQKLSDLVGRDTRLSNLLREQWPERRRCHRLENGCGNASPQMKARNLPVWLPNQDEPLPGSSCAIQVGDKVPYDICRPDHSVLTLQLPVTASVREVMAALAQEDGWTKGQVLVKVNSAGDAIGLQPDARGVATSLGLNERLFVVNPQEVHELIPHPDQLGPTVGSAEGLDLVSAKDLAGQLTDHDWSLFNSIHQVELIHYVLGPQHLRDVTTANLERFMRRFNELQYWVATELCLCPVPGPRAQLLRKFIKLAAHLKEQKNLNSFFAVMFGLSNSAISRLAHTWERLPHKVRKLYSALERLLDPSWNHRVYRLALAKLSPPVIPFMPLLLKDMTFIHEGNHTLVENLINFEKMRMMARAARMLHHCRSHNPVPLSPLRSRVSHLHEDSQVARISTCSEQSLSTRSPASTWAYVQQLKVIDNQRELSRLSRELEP
EPAC1 agonist – qHTS for Agonist of cAMP-regulated guanine nucleotide exchange factor 3 (EPAC1): primary screen; Rap guanine nucleotide exchange factor 3 (Homo sapiens), O95398; EPAC1 agonist qHTS, biochemical assay; response scale: 100% = response to 6.5 mM cAMP; Potency, µM (doses to about 154 µM), for the others: at the highest dose activation, most hits filed as activators; hit rate 0.073% among 360,000; also: potency is read from the fitted curve at half-maximal effect; nearly all actives have a fitted effect of over 60% in size
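EPAC1 100 nM, Rap1B–BODIPY-GDP 250 nM, unlabeled GDP 50 uM; compound titration; 5 min RT; kinetic read ex480/em540 at 5-min intervals ×30 min; data normalized to 6.5 mM cAMP agonist control.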
Abeta yeast res – qHTS for compounds that reverse cellular toxicity of Amyloid beta (A-beta) peptide in yeast: Primary Screen | hit rate 0.063% among 410,000 | yeast expressing A-beta42, growth rescue, OD600, 48 h; response scale: 0% DMSO, 100% iron-clioquinol control | AID 1347071, 2019 | Potency, µM (doses to about 46.1 µM), inactives show at the top dose growth rescue, hits mostly activators; also: potency is read from the fitted curve at half-maximal effect; nearly all actives have a fitted effect of over 55% in size
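Growth rescue measured by 600 nm absorbance after 48 h yeast culture at 30 C with compound. Values normalized between DMSO and an equimolar ferric chloride plus clioquinol control.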
PI5P4Ka inh – qHTS for Inhibitors of phosphatidylinositol 5-phosphate 4-kinase (PI5P4K) | PI5P4Kalpha enzyme, ADP-Glo luminescence, 60 min; stronger effect = lower value | max response, % | hit rate 1.2% among 330,000 | AID 652105, 2013; active = max response of -50% or lower; inconclusive = between -30% and -50%; inactive = -30% or higher; also: value at the top dose of about 77 µM; % is scaled to controls: 0 for no effect and ±100 for the full control effect
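Controls without substrate or without enzyme flank wells where PI5P4Kalpha converts substrate using 5 microM ATP (final). Incubation lasts 60 minutes at room temperature; ADP formed is read by ADP-Glo luminescence.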
IL-2 act – qHTS of IL-2 Activators; IL-2 activation reporter assay, cell-based qHTS; stimulated with anti-CD3/CD4/CD28 beads; in transgenic mouse T cells; activation, % (series mostly up to about 46 µM); hit rate 0.065% among 360,000; in the data active = activation above about 50%; inconclusive = mostly about 30% to 49%; also: 0% is about no effect
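Using fluorescent plate cytometry, EGFP and DsRed are detected in transgenic mouse T cells stimulated 18 h at 37 degrees C with antibody-coated beads after 60 min compound pretreatment.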
FUS yeast rescue – qHTS for Suppressors of FUS Proteinopathy: Primary screen using FUS-linked yeast assay | S. cerevisiae FUS-expressing, growth rescue, OD600, 24 h | Potency, µM (series often up to 76.6 µM), for the others: at the top dose growth rescue (activation), usual class: activators | hit rate 0.24% among 390,000;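 also: potency is read from the fitted curve at half-maximal effect; plate controls were DMSO vehicle for no effect and reference control for full effect; nearly all actives have a fitted effect of over 55% in size; some results filed as inactive show a strong effect at the top dose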
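Read-out: OD at 600 nm after 24hr at 30C, reporting rescue of FUS-induced yeast toxicity. Cells at OD 0.005 in galactose (2%) minimal medium; compounds tested in a dilution series; CP55940 titration from 92uM final as control.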
WRN helicase inh – qHTS for Inhibitors of WRN Helicase; Potency, µM (highest dose often 114 µM), inactives show at the top dose activity change, negative = inhibition, hits mostly inhibitors; hit rate 0.46% among 360,000; WRN helicase unwinding, fluorescent forked duplex, kinetic; also: potency is read from the fitted curve at half-maximal effect; % is scaled to controls: 0 for no effect and ±100 for the full control effect; nearly all actives have a fitted effect of over 55% in size
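Primary qHTS, 1536-well format. 20 nM WRN + compound, 15 min RT; start with 100 nM forked fluorophore/quencher duplex, 2 mM ATP (final); kinetic read ex 525/em 598 nm.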
PLK1 PBD inh – qHTS for Inhibitors of PLK1-PDB (polo-like kinase 1 - polo-box domain): Primary Screen | Serine/threonine-protein kinase PLK1 (Homo sapiens), P53350 | Plk1 PBD binding of FITC phosphopeptide, fluorescence polarization | Potency, µM, inactives show max response, negative = inhibition, hits mostly inhibitors | hit rate 2.8% among 360,000 | AID 720504, 2013; also: potency is read from the fitted curve at half-maximal effect; series mostly up to about 57 µM; % is scaled to controls: 0 for no effect and ±100 for the full control effect; nearly all actives have a fitted effect of over 65% in size
* hit, by the source's call; ? = inconclusive; . = not tested or not shown; & = joins results of further samples; [ ] = dose if it differs, or a comment. Unless noted, calls follow the shape of the dose curve; as a rule, active = well fitted curve in the direction sought with a large enough effect; inconclusive = small, poorly fitted or top-dose-only effect, or another doubt; inactive = no such curve, though single readings can be large; an effect the other way counts as inactive or inconclusive.

SMILES	EPAC1 antagonist	EPAC1 agonist	Abeta yeast res	PI5P4Ka inh	IL-2 act	FUS yeast rescue	WRN helicase inh	PLK1 PBD inh
Oc1c(Br)cc(Br)c(/C=N/n2c(-c3ccccc3)n[nH]c2=S)c1Br	?	11%	-93%[inhibitor]	-86*	-0.6	18%	?	12µM*
CCn1nc(NC(=O)c2cccnc2)c2cc3ccccc3nc21	15%	2%	28%	.	-2.5	21%	-10%	-5%
Cc1ccc(C(=O)NCC(=O)OCC(=O)N2CC(C)OC(C)C2)cc1 (stereo not drawn)	10%	4%	-6%	6	-0.3	5%	4%	-14%
O=C(CSc1nnc(-c2ccncc2)n1Cc1ccco1)Nc1ccccc1Cl	0%	0%	15%	-5	-2.7	0%	-4%	-3%
Cc1ccccc1N1CC(C(=O)N2CC(C)OC(C)C2)CC1=O (stereo not drawn)	14%	10%	2%	-5	0.5	8%	15%	-2%
O=C(COc1ccc(Cl)cc1Br)N1CCN(S(=O)(=O)c2ccccc2)CC1	-25%	-4%	6%	13	-7.3	8%	-7%	0%
CSc1ncccc1C(=O)NNc1cc(Cl)ccc1Cl	-26%	-5%	7%	8	1.1	21%	-4%	-12%
COc1c(C)cccc1C(=O)NC(=S)Nc1cccc2nsnc12	7%	-13%	-6%	1	-3.4	26%	-8%	-23%
COc1ccc(OC)c(CNC(=O)C(C)n2nc(C)c3c(C)n(-c4ccccc4)nc3c2=O)c1 (stereo not drawn)	-4%	4%	2%	0	-0.6	0%	-2%	-4%
CCOC(=O)c1c(/N=C/N(C)C)sc(C=O)c1-c1ccccc1	12%	-3%	-12%	-6	-2.6	8%	4%	-3%
C#CCOCCOCCOCCNc1nc(N2CCN(C(=O)Cn3cc(CCO)nn3)CC2)nc(N2CCN(C(=O)[C@H]([C@@H](C)CC)n3cc(CCCCN)nn3)CC2)n1	1%	-1%	-14%	-1	-0.2	9%	0%	-9%
O=C(O)C1C2C=CC(C2)C1C(=O)N1CCN(CCO)CC1 (stereo not drawn)	-15%	9%	8%	-9	-0.3	-13%	-17%	0%
COC(=O)c1cc2c(=O)c3ccccc3oc2nc1/C=C/N(C)C	-16%	22%	-38%[inhibitor]	-7	14	33%	-29%	24%
CC1(C)OC(=O)C2=C(C[C@@H](CCc3ccccc3)O[C@H]2CCc2cccc(Cl)c2)O1	8%	2%	-2%	8	-0.6	11%	-2%	3%
O=C(Nc1c(C(=O)NCc2ccco2)cnn1-c1ccccc1)c1cccc(F)c1	-9%	4%	12%	1	-2.6	15%	-9%	-6%
FC(F)(F)c1ccc(-c2nc3ccccc3s2)cc1	3%	-11%	-5%	-1	2.3	-31%	13%	-4%
Cc1nnc(SCCn2c(N3CC(C)CC(C)C3)nc3c2c(=O)[nH]c(=O)n3C)s1 (stereo not drawn)	9%	-1%	7%	.	-3.1	16%	7%	-2%
Cc1ccc2nc(C)c3c(c2c1)N(c1ccccc1)CC3	-17%	-5%	-21%	5	-0.6	6%	10%	0%
COc1ccc(C(=O)Nc2ccc(NC(=O)c3ccco3)c(Cl)c2)cc1OC	7%	11%	-7%	.	0.0	?	-25%	5%
Cc1cccc(OCCSc2nnc(-c3ccoc3C)n2C)c1	1%	2%	6%	-3	1.3	9%	0%	-4%

The list goes on, starting with the last two of the part before.
SMILES	EPAC1 antagonist	EPAC1 agonist	Abeta yeast res	PI5P4Ka inh	IL-2 act	FUS yeast rescue	WRN helicase inh	PLK1 PBD inh
COc1ccc(C(=O)Nc2ccc(NC(=O)c3ccco3)c(Cl)c2)cc1OC	7%	11%	-7%	.	0.0	?	-25%	5%
Cc1cccc(OCCSc2nnc(-c3ccoc3C)n2C)c1	1%	2%	6%	-3	1.3	9%	0%	-4%
Cc1ccc(C(=O)OC(C)C(=O)Nc2ccc3c(c2)OCO3)c(O)c1 (stereo not drawn)	-8%	-3%	-19%	-7	-0.3	-6%	8%	-2%
N=C1S/C(=C\c2ccc(-c3ccccc3C(=O)O)o2)C(=O)N1c1ccc2c(c1)OCO2	-22%	1%	-5%	-74*	0.2	48%	?	27µM*
COc1ccc(OC)c(C2SCCN2S(=O)(=O)c2cccc(C(F)(F)F)c2)c1 (stereo not drawn)	-15%	17%	-2%	.	-0.9	13%	-16%	-15%
O=C(Nc1nc2ccccc2[nH]1)c1ccc(Cl)cc1	-23%	1%	-5%	2	0.3	-23%	2%	-8%
C#CC(CC)(CC)NC(=O)NC1CCCCC1	-6%	0%	-7%	6	1.9	0%	2%	-14%
COc1cc(/C=C2/CCc3ccccc3C2=O)cc(OC)c1OC	2%	3%	-34%[inhibitor]	4	-0.8	18%	-7%	0%
O=C(CN1CCOCC1)NC1CC2CCC1C2 (stereo not drawn)	13%	-4%	-17%	0	0.2	8%	-7%	-3%
O=C(CN1CCN(CC(=O)Nc2cccc(F)c2)CC1)NCC1(N2CCOCC2)CCCCC1	-27%	-6%	-9%	0	1.3	-9%	5%	-14%
N#C/C(=C\c1ccc(Cl)cc1)c1nc2ccccc2o1	-5%	-15%	-4%	2	-0.9	0%	-1%	2%
CCOC(=O)c1ccccc1NC1c2ccccc2C(=O)N1C1CCN(C(=O)OCC)CC1 (stereo not drawn)	0%	-2%	-7%	9	0.3	38%	-3%	-5%
Cc1ccc(N/C=C(/C#N)c2ccsc2)cc1	3%	18%	-14%	2	-0.2	23%	-11%	-8%
CCn1cc(C(=O)N[C@@H](CCSC)C(=O)NCCCOC)c(=O)c2cc3c(cc21)OCO3	-3%	-8%	0%	1	0.1	-18%	5%	-1%
Cc1ccc(NC(=O)CN(C)S(=O)(=O)c2cccc3cccnc23)cc1F	-27%	0%	9%&4%	2	-1.5	11%&13%	1%	-7%
CC(=O)Nc1ccc(NC(=O)CSc2ccccn2)cc1	14%	8%	-5%	2	6.0	0%	-24%[57.1 µM]	-1%
COc1ccccc1/C=N/NC(=O)CC(=O)NCc1cccnc1	-4%	4%	7%	-11	-3.8	7%	2%	-18%
O=[N+]([O-])c1ccc(Oc2cccnc2)c([N+](=O)[O-])c1	7%	0%	-45%[inhibitor]	0	-0.5	.	-2%	-3%
CCCc1cc(C(=O)N2CCCC(CO)(CCCc3ccccc3)C2)n(C)n1 (stereo not drawn)	-13%	-1%	9%	-2	-0.9	32%	-16%	-9%
CC1=C(Nc2ccc(C(=O)O)cc2)C(=O)c2ccccc2C1=O	-8%	-1%	20%	?	0.8	-13%	-4%	?
Cc1c(/C(Cc2ccccc2)=N/O)c2ccccc2n1C	-7%	-1%	?	-4	0.0	6%	0%	-1%
Cc1cc(NC(=O)c2ccc(S(=O)(=O)N(C)CC3CCCO3)cc2)no1 (stereo not drawn)	11%	6%	-8%	0	1.3	26%	-9%	1%

Sorted by number of heavy atoms (rising): three of the compounds above.
SMILES	EPAC1 antagonist	EPAC1 agonist	Abeta yeast res	PI5P4Ka inh	IL-2 act	FUS yeast rescue	WRN helicase inh	PLK1 PBD inh
COC(=O)c1cc2c(=O)c3ccccc3oc2nc1/C=C/N(C)C	-16%	22%	-38%[inhibitor]	-7	14	33%	-29%	24%
Cc1ccc(C(=O)NCC(=O)OCC(=O)N2CC(C)OC(C)C2)cc1 (stereo not drawn)	10%	4%	-6%	6	-0.3	5%	4%	-14%
C#CCOCCOCCOCCNc1nc(N2CCN(C(=O)Cn3cc(CCO)nn3)CC2)nc(N2CCN(C(=O)[C@H]([C@@H](C)CC)n3cc(CCCCN)nn3)CC2)n1	1%	-1%	-14%	-1	-0.2	9%	0%	-9%

Following part:
SMILES	EPAC1 antagonist	EPAC1 agonist	Abeta yeast res	PI5P4Ka inh	IL-2 act	FUS yeast rescue	WRN helicase inh	PLK1 PBD inh
CC(=O)Nc1cccc(NC(=O)c2ccc(Br)cc2)c1	-6%	-5%	-11%	2	1.6	16%	4%	-6%
Cc1ccc(C2CC(c3ccc(Br)cc3)=NN2C(=O)CSC2=NN3CCCC(=O)N=C3S2)cc1 (stereo not drawn)	7%	-8%	-11%	0	-1.1	-6%	-3%	0%
COc1ccc(C(=O)NC(C)c2ccccc2)cc1Br (stereo not drawn)	12%	16%	6%	-8	-1.1	13%	4%	-16%
CCC(OC(=O)c1cccs1)C(=O)NCc1ccco1 (stereo not drawn)	1%	7%	-6%	0	-0.9	11%	-8%	-10%
COc1ccc(N2CCN(C(=O)c3ccc(CS(=O)(=O)c4ccc(OC)cc4)o3)CC2)cc1	-6%	-12%	-10%	2	-2.1	15%	-4%	-12%
COc1ccc(-n2c(C)c(C)c3c(N)ncnc32)cc1	2%	-6%	0%	-15	0.6	15%	14%	-1%
CCN(CC)CCNC(=O)c1cn(C)c2ccc(S(=O)(=O)N(C)C3CCCCC3)cc2c1=O	-15%	3%	-7%	1	3.0	-1%	-6%	-8%
O=C(/C=C/c1ccc(Cl)c(Cl)c1)N1CCOCC1	0%	6%	-19%	1	-1.2	0%	1%	-4%

Whole records, looked up by structure. Values in the order: EPAC1 antagonist	EPAC1 agonist	Abeta yeast res	PI5P4Ka inh	IL-2 act	FUS yeast rescue	WRN helicase inh	PLK1 PBD inh
COc1ccc(N2CCN(C(=O)c3ccc(CS(=O)(=O)c4ccc(OC)cc4)o3)CC2)cc1 is entered as -6%	-12%	-10%	2	-2.1	15%	-4%	-12%
CCN(CC)CCNC(=O)c1cn(C)c2ccc(S(=O)(=O)N(C)C3CCCCC3)cc2c1=O is entered as -15%	3%	-7%	1	3.0	-1%	-6%	-8%
